FXIa inh mix: FXIa protease inhibitors in compound pools, primary screen, biochemical, 10-compound mixtures; purified FXIa, fluorogenic substrate, pooled mixtures; inhibition, % at 5 µM; actives 0.19% (n = 62,000);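 further: each value is inhibition by a whole ten-compound pool holding the compound; 0% = enzyme with no mixture and 100% = wells lacking enzyme; strong numbers were not always called active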
CatB mixtures: cathepsin B inhibitors from pooled compounds, primary screen, biochemical, compound mixtures, AMC fluorescence | actives 0.06% (n = 62,000) | AID 488, 2006 | inhibition, %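 (ten-compound pools at 5 µM per compound and 50 µM total)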 | Purified cathepsin B, AMC dipeptide fluorescence | P07858; in the data active means inhibition above about 22%, passing the limit was not always enough;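 further: 0% = enzyme without compound and 100% = no enzyme blank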
CatG inh: human cathepsin G inhibitors, primary screen, biochemical, pooled compound mixtures, AMC fluorescence. P08311. purified enzyme, AMC-tetrapeptide fluorescence. actives 0.2% (n = 62,000). inhibition, % at 5 µM (by protocol). AID 581, 2007;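 active means inhibition above 20% in each of the two mixture wells holding the compound; inactive means inhibition of 20% or less in either well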;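 further: 0% = enzyme control without mixture and 100% = blank lacking enzyme; strong numbers were not always called active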
CatS block: inhibitors of human cathepsin S, biochemical, compound mixtures; P25774; recombinant cathepsin S, AMC dipeptide fluorescence, pooled mixtures; inhibition, %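 (tested at 5 µM per compound within 10-compound mixtures)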; actives 0.06% (n = 62,000); AID 501, 2006; in the data active means inhibition above about 32%, passing the limit was not always enough;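 further: 0% = enzyme without compound and 100% = blank without enzyme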
A340 absorber: compound light absorbance at 340 nm, profiling panel, artefact control, biochemical, MLSMR library, data from PS, PMK, MK assays | compound absorbance at 340 nm, fold over control | fold change at 10 µM | 65,000 tested, under 10 active;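 active means at 10 µM dose, initial 340 nm absorbance at least 2 fold that of control wells; inactive means change under 2 fold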;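 further: initial absorbance extrapolated from kinetic A340 decline of NADH oxidation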
CatB block: human cathepsin B inhibitors, primary screen, biochemical, fluorogenic substrate. inhibition, %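 (tested at 10 µM)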. purified cathepsin B, fluorescence. P07858. actives 0.1% (n = 63,000); in the data active means inhibition above about 21%;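 further: 0% = enzyme with no compound and 100% = no enzyme blank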
CatL inh: inhibitors of human cathepsin L, biochemical | Procathepsin L (Homo sapiens), P07711 | purified cathepsin L, fluorogenic substrate, fluorescence | AID 460, 2006 | inhibition, %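 (tested at 10 µM)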 | actives 0.17% (n = 58,000); in the data active means inhibition above about 45%;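 further: 0% = enzyme with no compound and 100% = no enzyme blank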
Target sequence (P07711 114-288 limits assumed): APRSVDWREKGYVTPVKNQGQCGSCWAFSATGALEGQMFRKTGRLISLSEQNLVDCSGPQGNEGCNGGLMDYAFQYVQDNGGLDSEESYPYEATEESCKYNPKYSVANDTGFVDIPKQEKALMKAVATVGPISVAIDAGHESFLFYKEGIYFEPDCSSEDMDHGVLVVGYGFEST
Target sequence (P07711 292-333 limits assumed): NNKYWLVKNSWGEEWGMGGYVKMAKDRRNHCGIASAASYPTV
FXIIa mix inh: human factor XIIa inhibitors, primary screen, biochemical, pooled compound mixtures, fluorogenic substrate | AID 684, 2007 | inhibition, % at 5 µM | purified FXIIa | actives 0.2% (n = 62,000);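 further: 0% = enzyme without compound and 100% = no enzyme blank; some results filed as inactive read as strong as hits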
Target sequence (P00748 20-372 limits assumed): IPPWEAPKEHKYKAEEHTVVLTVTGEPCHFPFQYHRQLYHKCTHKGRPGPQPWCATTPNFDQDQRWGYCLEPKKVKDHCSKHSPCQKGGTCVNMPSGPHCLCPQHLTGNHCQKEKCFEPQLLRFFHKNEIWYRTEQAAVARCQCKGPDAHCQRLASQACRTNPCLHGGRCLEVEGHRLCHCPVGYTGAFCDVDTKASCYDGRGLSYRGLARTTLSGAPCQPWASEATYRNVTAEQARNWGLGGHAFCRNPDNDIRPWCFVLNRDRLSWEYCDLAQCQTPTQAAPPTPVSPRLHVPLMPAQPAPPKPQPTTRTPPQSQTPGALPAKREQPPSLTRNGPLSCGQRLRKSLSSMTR
Target sequence (P00748 373-615 limits assumed): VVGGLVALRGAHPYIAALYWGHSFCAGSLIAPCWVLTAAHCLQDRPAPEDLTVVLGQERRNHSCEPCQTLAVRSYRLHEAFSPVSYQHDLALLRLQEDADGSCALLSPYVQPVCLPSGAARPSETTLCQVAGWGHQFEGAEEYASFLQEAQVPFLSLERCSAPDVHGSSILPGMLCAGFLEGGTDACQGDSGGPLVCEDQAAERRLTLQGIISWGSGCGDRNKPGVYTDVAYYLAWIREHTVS
C1s block: complement C1s protease inhibitors, primary screen, biochemical, 10-compound mixtures; Complement C1s subcomponent (Homo sapiens), P09871; actives 0.16% (n = 62,000); AID 538, 2006; purified C1s, fluorogenic AMC substrate, pooled mixtures; mean inhibition % of two 10-compound mixtures (stronger effect = higher value), % at 5 µM (by protocol);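 active means inhibition above 20% in each of the two 10-compound mixture wells holding the compound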;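 further: 0% = enzyme wells lacking compound mixture and 100% = no-enzyme blank wells; some compounds called inactive have numbers as strong as hits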
Starred values were filed as active, the others as inactive; i = inactive; / = not tested or not shown. Unless noted, no stated cut-off is given here; in the data, active means inhibition above about 20% (passing the limit was not always enough); inactive means the rest. Some of the compounds tested; the hit share may differ from the screen's.

1) COc1ccc(C2C(C#N)=C(/N=C/N3CCN(C)CC3)OC3=C2C(=O)CC(C)(C)C3)cc1OC (stereo not given)
2) c1ccc(C2NCCn3cccc32)cc1 (stereo not given)
3) CC(=O)Nc1ccc(S(=O)(=O)N2CCN(c3cccc(C)c3C)CC2)cc1
4) O=C(c1ccco1)N1CCN(S(=O)(=O)c2cccs2)CC1
5) COc1ccc(-n2nc3ccccc3n2)cc1
6) CCOC(=O)c1[nH]c(=O)[nH]c1CSc1nc(C)cc(C)n1
7) COC(=O)c1c(N)n(-c2ccc(NC(C)=O)cc2)c2nc3ccccc3nc12
8) CCCOC(=O)Nc1ccc(C(N)=O)cc1
entry no.	1	2	3	4	5	6	7	8
FXIa inh mix	-7	-25	6	-3	3	-1	0	9
CatB mixtures	1	-12	2	-5	4	3	-7	0
CatG inh	8	-19	6	6	7	6	-2	2
CatS block	2	-26	-1	1	-4	12	-8	13
A340 absorber	1.1	1	1	1	1	1	1.1	0.98
CatB block	4	2	1	1	4	2	-6	4
CatL inh	20	-5	1	/	-1	12	-69	/
FXIIa mix inh	1	6	11	0	2	1	0	0
C1s block	-16	-157	5	-20	4	-8	-38	-14

Profiles from above. Values in the order: FXIa inh mix	CatB mixtures	CatG inh	CatS block	A340 absorber	CatB block	CatL inh	FXIIa mix inh	C1s block
Profile of `CCOC(=O)c1[nH]c(=O)[nH]c1CSc1nc(C)cc(C)n1` : -1	3	6	12	1	2	12	1	-8
Profile of `c1ccc(C2NCCn3cccc32)cc1` (stereo not given) : -25	-12	-19	-26	1	2	-5	6	-157
Profile of `O=C(c1ccco1)N1CCN(S(=O)(=O)c2cccs2)CC1` : -3	-5	6	1	1	1	/	0	-20

(further entries)
9) c1ccc2oc(SCc3cn4ccsc4n3)nc2c1
10) CC(C)C12CN3CC(C(C)C)(CN(C1)C3c1ccc3c(c1)OCO3)C2=O (stereo not given)
11) CCOc1ccccc1C(=O)NCCCn1ccnc1
12) c1ccc(CN2CCN(c3ncnc4c3[nH]c3ccccc34)CC2)cc1
13) O=C(Nc1ccc(F)cc1)c1ccc(S(=O)(=O)NCC2CCCO2)cc1 (stereo not given)
14) COc1ccc(NS(=O)(=O)c2ccc(NC(=O)C(C)(C(F)(F)F)C(F)(F)F)cc2)nn1
15) CCNC(=O)N(C(=O)NCC)n1c(C)nnc1C
16) COCCCNc1c2c3c(cccc3[nH]c1=O)C(=O)c1ccccc1-2
entry no.	9	10	11	12	13	14	15	16
FXIa inh mix	8	4	7	3	43	8	2	2
CatB mixtures	6	-2	5	0	-2	6	-3	4
CatG inh	1	5	12	11	30	0	9	-1
CatS block	7	12	12	0	9	3	-14	18
A340 absorber	0.99	1	0.99	1	1	1.1	0.99	/
CatB block	-3	2	-1	-1	5	-1	-1	6
CatL inh	17	1	13	-100	28	6	5	15
FXIIa mix inh	-15	8	7	6	1	9	-14	10
C1s block	4	-5	7	0	10	-4	-105	35

17) CCOC(=O)C1CCCN(c2c(NCCCN(C)c3ccccc3)c(=O)c2=O)C1 (stereo not given)
18) N#Cc1nc(COc2cccc(Cl)c2)oc1N1CCCC1
19) O=c1/c(=C/c2ccco2)sc2nc(-c3ccccc3Br)nn12
20) CCN(CC)CC(=O)c1ccc(-c2ccccc2)cc1
21) O=C(Nc1ccc(S(=O)(=O)N2CCC(C(=O)NC3CCCCC3)CC2)cc1)c1ccco1
22) CCc1c(C)nc(N)n2c(SCC(=O)N3CCCc4ccccc43)nnc12
23) CNC(=O)c1[nH]cnc1C(=O)Nc1cccc(OC)c1
24) CC(C)(C)C1=Nn2c(nnc2-c2ccccc2F)SC1
entry no.	17	18	19	20	21	22	23	24
FXIa inh mix	2	7	-16	-11	-4	2	1	4
CatB mixtures	-6	2	-4	-7	6	-13	0	-4
CatG inh	0	8	0	5	-1	15	-5	0
CatS block	1	-6	-16	6	2	8	-10	1
A340 absorber	1	1	1	1	0.99	0.98	1.1	0.97
CatB block	-3	-1	4	-2	-2	-1	1	1
CatL inh	/	-10	6	2	-2	10	-3	-1
FXIIa mix inh	6	5	-19	6	-35	5	4	-2
C1s block	-2	9	-101	-38	-16	2	-16	-3

25) CN(C)C(=O)CN1C(=O)C2CC=C(Cl)CC2C1=O (stereo not given)
26) COc1cc(C2NC(=O)NC(O)(C(F)(F)F)C2C(=O)c2cccs2)ccc1O (stereo not given)
27) Cc1ccc(OCc2nc(C#N)c(N3CCCC3)o2)cc1
28) O=C(Nc1cccc(-c2cn3ccsc3n2)c1)c1ccccc1
29) Cc1cc(C)c2cc3c(ccn3C3OC[C@H](O)[C@H](O)[C@H]3O)cc2n1 (stereo not given in full)
30) Cc1ccc(-c2cc(-c3ccc4c(c3)OCO4)c(C#N)c(N)n2)o1
31) CCOC(=O)CNC(=O)CSc1nnc(COc2ccc(Cl)cc2)n1CC
32) [O-][n+]1onc2c1CCc1c-2nc(-c2ccccc2)n1OCc1ccccc1
entry no.	25	26	27	28	29	30	31	32
FXIa inh mix	1	3	0	4	5	5	4	3
CatB mixtures	-1	6	3	4	10	-1	4	-3
CatG inh	-13	-2	11	1	2	44	11	7
CatS block	-3	11	18	4	30	-7	17	-5
A340 absorber	1	1	1	1	1.1	1	1	1
CatB block	1	-4	5	-3	-2	-2	1	1
CatL inh	11	21	12	9	1	17	4	-11
FXIIa mix inh	-14	8	3	8	15	-20	-41	-10
C1s block	28	1	9	2	6	11	14	-4

Part of the list above, as labelled records:
9. c1ccc2oc(SCc3cn4ccsc4n3)nc2c1
  FXIa inh mix: 8; CatB mixtures: 6; CatG inh: 1; CatS block: 7; A340 absorber: 0.99; CatB block: -3; CatL inh: 17; FXIIa mix inh: -15; C1s block: 4
10. CC(C)C12CN3CC(C(C)C)(CN(C1)C3c1ccc3c(c1)OCO3)C2=O (stereo not given)
  FXIa inh mix: 4; CatB mixtures: -2; CatG inh: 5; CatS block: 12; A340 absorber: 1; CatB block: 2; CatL inh: 1; FXIIa mix inh: 8; C1s block: -5

The listing continues.
33) Nc1cc(C(F)(F)F)ccc1C(=O)O
34) Cc1ccc(S(=O)(=O)c2c(C)nn(C(C)(C)C)c2OC(=O)c2ccco2)cc1
35) Cc1ccc(NC(=O)Cn2nnc(C(=O)NCc3ccccc3)c2N)cc1C
36) CCC(=O)Nc1nc(OC)cc(OC)n1
37) COCCn1c(SCC(=O)Nc2cc(Cl)ccc2OC)nc2c(c1=O)SC(C)C2 (stereo not given)
38) CC(C)(C)c1cc(CN2CCCC(O)C2)c(O)c(C(C)(C)C)c1 (stereo not given)
39) CCOCCc1nnc(NC(=O)Cc2ccccc2)s1
40) Clc1ccc(N2CCN(c3ncnc4c3oc3ccccc34)CC2)cc1
entry no.	33	34	35	36	37	38	39	40
FXIa inh mix	2	6	-1	10	-2	-6	3	-6
CatB mixtures	-3	2	0	4	1	-5	2	-1
CatG inh	-13	-2	2	9	9	-1	13	-5
CatS block	-7	-4	-5	-5	5	2	17	6
A340 absorber	1.1	0.99	1	1	1.1	1	1	1.1
CatB block	1	-6	2	-1	-2	/	4	4
CatL inh	/	-2	1	-5	8	/	16	6
FXIIa mix inh	7	-2	3	0	-3	-1	1	6
C1s block	-37	1	-8	10	-2	-16	11	-30

41) Cc1[nH]c2ccc(F)cc2c(=O)c1SC(F)(F)C(F)F
42) CCN1CCN(C(c2cccs2)C(C)NC(=O)c2cccc(OC)c2OC)CC1 (stereo not given)
43) CCN(CCNC(=O)CS(=O)(=O)Cc1nc(-c2cccc(OC)c2)oc1C)c1ccccc1
44) CCOC(=O)c1cnc(SCC(=O)Nc2nnc(CC)s2)nc1N
45) Cn1nnnc1SCC(=O)N1CCc2ccccc2C1
46) CCOC(=O)c1cnn(-c2cccc(Cl)c2)c1N
47) Cc1ccc(NCc2nnc3n2CCCCC3)cc1
48) CO/C([O-])=N/c1c[n+](-c2ccc(C)cc2)no1
entry no.	41	42	43	44	45	46	47	48
FXIa inh mix	3	24	4	-5	8	1	16	12
CatB mixtures	0	3	8	0	5	4	0	4
CatG inh	-2	22	-26	15	7	4	-3	6
CatS block	14	2	1	11	14	-2	33	5
A340 absorber	0.99	1	0.99	1	1	1	1	1
CatB block	1	6	4	2	0	3	2	-3
CatL inh	4	-10	-1	/	16	-1	15	23
FXIIa mix inh	7	1	5	-7	2	-11	-5	9
C1s block	-2	29	-2	1	4	0	-10	18

Screen by screen, as entered above:
CatB mixtures, compounds 35–45 → 0, 4, 1, -5, 2, -1, 0, 3, 8, 0, 5

Next part.
49) N#Cc1ccccc1NC(=O)CSc1nnc(-c2ccccc2)n1-c1ccccc1
50) COc1ccc(CCN2C(=O)CC(N3CCOCC3)C2=O)cc1 (stereo not given)
51) Cc1ccc(S(=O)(=O)N2CCN(C(=O)CCC(=O)N3CCc4ccccc43)CC2)cc1
52) CC(=O)C1=C(O)C(=O)N(CC(=O)O)C1c1ccccc1Cl (stereo not given)
53) Cc1cc(C)nc(NS(=O)(=O)c2ccc(NC(=O)c3cccs3)cc2)n1
54) O=c1cc(O)n(-c2ccccc2F)c(=S)[nH]1
55) O=C(c1cccc(COc2ccc(Cl)cc2Cl)c1)N1CCN(c2ccccn2)CC1
56) Cc1ccccc1-n1nnnc1-c1ccccc1
entry no.	49	50	51	52	53	54	55	56
FXIa inh mix	6	7	4	6	2	-7	-1	6
CatB mixtures	4	3	3	2	-4	-2	-6	5
CatG inh	-5	10	0	-2	8	-2	-6	-1
CatS block	12	-7	-7	0	1	-9	39	17
A340 absorber	1	0.99	1	1.1	1.1	1	1.1	1
CatB block	8	2	-2	3	0	1	7	/
CatL inh	0	-4	-11	1	/	-3	20	1
FXIIa mix inh	7	5	1	2	5	-1	-18	-9
C1s block	-9	11	-4	-3	3	-27	-8	-35

57) Nc1nc(N)c2nc(-c3ccccc3)c(N)nc2n1
58) COc1ccc(Cl)cc1N1CCN(CCNC(=O)Nc2ccccc2C)CC1
59) CCOC(=O)Cn1c(-c2nonc2NC(=O)c2ccccc2F)nc2ccccc21
60) CCOC(=O)C1CSC(CC(=O)Nc2ccc(Cl)cc2)C(=O)N1 (stereo not given)
61) O=C(O)c1ccc2nc(C(F)(F)F)[nH]c2c1
62) COc1ccc(C(CNC(=O)CN2C(=O)NC3(CC(C)CC(C)(C)C3)C2=O)N2CCOCC2)cc1 (stereo not given)
63) O=C(OCC(=O)N1CCc2ccccc21)c1ccc[n+]([O-])c1
64) CC(C)CCSc1nc2c(c(=O)[nH]c(=O)n2C)n1CCCc1ccccc1
65) COC(=O)C1=C(C)N(CCc2ccc(OC)cc2)C(=O)C1
entry no.	57	58	59	60	61	62	63	64	65
FXIa inh mix	-10	5	5	10	3	5	2	8	6
CatB mixtures	-1	1	0	6	-1	2	6	6	0
CatG inh	0	4	6	-3	2	-4	14	2	6
CatS block	2	24	-4	10	30	5	7	1	-11
A340 absorber	1	1	1.1	1	1	0.97	1	0.99	1
CatB block	-42	-4	2	3	0	2	7	1	1
CatL inh	i	-5	-14	-9	-3	8	17	0	/
FXIIa mix inh	4	3	4	14	4	0	11	6	-14
C1s block	-72	-7	8	-4	-21	-18	-36	1	12

Assay outcomes: PubChem BioAssay, several laboratories
